Screening results deposited in PubChem BioAssay by several laboratories.
C8 TRAIL sens: sensitizes caspase-8 expressing cells to TRAIL. AID 624354. inhibition (viability loss, TRAIL sensitization), % at 10 µM. NB7+C8 cells + TRAIL, ATPlite viability luminescence. 360,000 tested, 1% active;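 active means compounds causing at least 50% loss of cell viability in the single-dose screen, relative to plate controls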
NCOA1 inh: human NCOA1 inhibition | Q15788 | HEK293 GAL4-SRC1 luciferase reporter, luminescence | inhibition, % at 3.6 µM | 360,000 tested, 0.12% active | AID 588354;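 active means inhibition above the campaign mean plus 3 SD, with each screening campaign given its own cutoff, cut at about 60% in these data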;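 further: 0% = DMSO treated cells and 100% = gossypol at 36 µM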
NCOA2 inhibitor: human SRC2 (NCOA2) inhibition; Q15596; HEK293 GAL4-SRC2 luciferase reporter, luminescence; inhibition, % at 9 µM; 370,000 tested, 0.17% active; AID 651957;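 active means inhibition above the mean inhibition of all tested compounds plus 3 SD, set per campaign, cut at about 52% in these data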;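 further: 0% = DMSO treated cells and 100% = cells given Gossypol at 36 µM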
Target sequence (Q15596 whole entry, looked up, the tested form may be a part): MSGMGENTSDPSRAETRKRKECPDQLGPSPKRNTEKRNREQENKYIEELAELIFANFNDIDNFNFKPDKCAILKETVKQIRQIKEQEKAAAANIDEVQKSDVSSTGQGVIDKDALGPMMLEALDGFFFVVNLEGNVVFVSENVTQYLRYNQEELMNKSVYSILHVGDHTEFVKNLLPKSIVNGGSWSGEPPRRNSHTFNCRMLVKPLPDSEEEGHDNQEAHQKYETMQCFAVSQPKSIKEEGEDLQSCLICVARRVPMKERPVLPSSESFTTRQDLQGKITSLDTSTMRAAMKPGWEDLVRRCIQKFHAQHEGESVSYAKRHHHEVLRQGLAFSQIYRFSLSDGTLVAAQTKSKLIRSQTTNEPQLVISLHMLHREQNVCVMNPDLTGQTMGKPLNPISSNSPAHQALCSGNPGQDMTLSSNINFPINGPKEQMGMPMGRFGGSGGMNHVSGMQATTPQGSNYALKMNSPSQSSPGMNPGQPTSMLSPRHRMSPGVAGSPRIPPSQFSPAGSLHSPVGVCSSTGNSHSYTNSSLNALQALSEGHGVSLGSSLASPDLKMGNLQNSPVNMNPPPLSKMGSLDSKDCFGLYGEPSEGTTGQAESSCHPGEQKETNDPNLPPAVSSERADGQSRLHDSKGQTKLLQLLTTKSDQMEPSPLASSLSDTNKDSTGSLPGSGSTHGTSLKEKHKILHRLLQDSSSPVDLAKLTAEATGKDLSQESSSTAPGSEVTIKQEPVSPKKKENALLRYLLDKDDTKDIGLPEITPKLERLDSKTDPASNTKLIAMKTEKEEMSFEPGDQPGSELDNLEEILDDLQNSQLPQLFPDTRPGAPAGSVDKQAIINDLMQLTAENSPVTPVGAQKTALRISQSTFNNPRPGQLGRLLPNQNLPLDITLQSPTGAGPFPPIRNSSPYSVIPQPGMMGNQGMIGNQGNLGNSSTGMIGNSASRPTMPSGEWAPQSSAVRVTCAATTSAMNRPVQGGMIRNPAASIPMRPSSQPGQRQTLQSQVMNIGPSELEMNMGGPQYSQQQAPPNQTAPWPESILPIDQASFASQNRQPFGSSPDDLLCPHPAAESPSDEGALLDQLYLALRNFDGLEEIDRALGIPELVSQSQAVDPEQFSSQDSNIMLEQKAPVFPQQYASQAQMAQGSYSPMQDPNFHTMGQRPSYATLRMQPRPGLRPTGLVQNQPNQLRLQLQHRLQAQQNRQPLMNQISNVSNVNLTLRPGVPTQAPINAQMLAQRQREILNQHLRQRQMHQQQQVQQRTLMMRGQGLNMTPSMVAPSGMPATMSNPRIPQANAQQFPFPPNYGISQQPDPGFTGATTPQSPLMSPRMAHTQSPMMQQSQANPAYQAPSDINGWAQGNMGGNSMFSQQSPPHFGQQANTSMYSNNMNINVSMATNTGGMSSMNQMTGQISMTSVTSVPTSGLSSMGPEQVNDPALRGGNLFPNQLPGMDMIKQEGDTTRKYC
TWEAK-Fn14 inh: TWEAK-Fn14 signaling inhibition; 360,000 tested, 2% active; TWEAK-stimulated Fn14 reporter cells, luciferase luminescence, 8 h; AID 1159606; inhibition, % at 10 µM; in the data active means inhibition above about 50%
SRC3 inh: inhibitors of human steroid receptor coactivator 3 (SRC3); HEK293 GAL4-SRC3 luciferase reporter, luminescence; inhibition, % at 3.6 µM; 360,000 tested, 0.17% active; AID 588352;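 active means inhibition above a per-campaign cutoff, the mean of all compounds plus 3 SD, cut at about 60% in these data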;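 further: 0% = DMSO-treated cells and 100% = gossypol-treated cells at 36 µM; higher means less SRC3-driven luciferase light from the GAL4 reporter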
TROY NFkB inh: inhibitors of TROY-dependent NF-kB signaling; Q293 LMP1-TROYcd NF-kB luciferase reporter, 4 h; inhibition, % at 10 µM; 360,000 tested, 0.98% active;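 active means compounds whose plate-normalised and pattern-corrected inhibition of the luciferase reporter signal at the single screening dose is 50% or more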
CF NFkB block: inhibitors of cystic fibrosis induced NF-kB; 360,000 tested, 0.86% active; AID 588850; inhibition, % at 5 µM; KKLEB NF-kB-GFP reporter, PAF-induced, GFP fluorescence overnight;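 active means at least 50% inhibition at 5 µM, scaled per plate between neutral and stimulator controls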;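 further: PAF is a Pseudomonas aeruginosa culture filtrate used as stimulus; plate controls were PAF-stimulated DMSO wells for no effect and unstimulated DMSO wells for full effect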
LMP1 NFkB inh: reduces LMP1-driven NF-kappaB luciferase signal; LMP1-induced NF-kappaB luciferase reporter cells, luminescence; inhibition, % at 12.5 µM; 350,000 tested, 0.69% active; in the data active means inhibition above about 41%;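 further: 0% = neutral control wells and 100% = reference inhibitor control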
COUP-TFII inh: NR2F2 (human) inhibition, primary screen; HEK293T NGFI-A luciferase reporter, luminescence; AID 686940; inhibition, % at 8.6 µM; 370,000 tested, 0.7% active;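 active means inhibition above a per-plate cutoff, mean inhibition of test wells between control levels plus 3 SD, cut at about 38% in these data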;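 further: cells cotransfected with COUP-TFII expression vector driving the NGFI-A reporter; 0% = median of COUP-TF2 test wells and 100% = reporter-only cells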
KKLEB tox: reduces viability of KKLEB cystic fibrosis airway cells; 360,000 tested, 0.36% active; KKLEB CF airway cells viability, ATPlite luminescence, overnight; stronger effect = lower value; cells stimulated with P. aeruginosa culture filtrate; AID 602141; activity change (cytotoxicity), % at 5 µM;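 active means corrected activity change at or below -50% at 5 µM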
NR5A2 inv ag: inverse agonists of human LRH-1 (NR5A2) | inhibition, % at 3.6 µM | 360,000 tested, 0.13% active | HEK293T StAR-luciferase reporter, LRH-1 transfected, 24 h | O00482;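 active means inhibition above the mean inhibition of all tested compounds plus 3 SD, cut at about 73% in these data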;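 further: 0% = DMSO wells and 100% = reporter-only cells lacking LRH-1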
The depositor's hits bear a star; . = not tested or not shown. The order is random. About 4.2% of those tested had a hit in this group.

SMILES | C8 TRAIL sens | NCOA1 inh | NCOA2 inhibitor | TWEAK-Fn14 inh | SRC3 inh | TROY NFkB inh | CF NFkB block | LMP1 NFkB inh | COUP-TFII inh | KKLEB tox | NR5A2 inv ag
O=C(NC1CCCCC1)c1ccccc1C(F)(F)F | -7 | -13 | -4 | -1 | 1 | -3 | 13 | -3 | -18 | 11 | -7
Cc1cccc(C(=O)OCC(=O)NCc2ccco2)c1 | -3 | 1 | 12 | -6 | 22 | 15 | 2 | -1 | 10 | -3 | 7
CC(=O)c1ccc(N2CCN(C(=O)CCCn3c(=O)[nH]c4ccc(Br)cc4c3=O)CC2)cc1 | -1 | -11 | -11 | 1 | -1 | 15 | -16 | -6 | -11 | -6 | -5
COC(=O)c1cccc([N+](=O)[O-])c1CN1CCCC(C(N)=O)C1 (stereo unspecified) | -11 | 2 | -11 | -10 | 4 | -2 | -11 | 1 | 1 | 2 | 6
CN1CCN(C(=O)C2CCN(S(=O)(=O)c3ccccc3[N+](=O)[O-])CC2)CC1 | -6 | -10 | -5 | 11 | 19 | 9 | 5 | 6 | -17 | 7 | 7
COC(=O)c1ccc(NC(=S)NC(=O)c2cc(-c3ccccc3)nc3ccccc23)cc1 | 1 | -6 | 7 | -27 | -1 | 4 | 6 | 6 | 0 | 1 | -14
CCC(C)CCN1C(N(C)C)=NC[C@@H]1CC(C)C (stereo partly specified) | 13 | -3 | -18 | 9 | 10 | -12 | -24 | -4 | 2 | -2 | 15
COc1ccc(N2CCN(C(=O)COC(=O)c3ccco3)CC2)cc1 | -18 | -16 | -14 | 11 | -1 | -15 | -6 | -4 | 6 | -6 | -3
Cc1ccc2c(c1)C1C[N+](C)(CC(=O)Nc3ccccc3Cl)CCC1N2C(=O)c1ccccc1Cl (stereo unspecified) | 6 | -24 | 1 | 11 | 3 | -10 | 7 | -1 | -6 | -2 | 20
COc1ccc(-c2n[nH]c(=S)nc2-c2ccc(OC)cc2)cc1 | -9 | -13 | 2 | -19 | -2 | -10 | 0 | -7 | -8 | -6 | 8
COc1ccccc1N(CC(=O)N/N=C(\C)c1cccc(Br)c1)S(C)(=O)=O | -10 | 2 | 3 | 0 | 6 | 6 | 8 | 1 | 1 | -13 | 13
S=c1[nH]c2ccc(Cc3ccc4[nH]c(=S)[nH]c4c3)cc2[nH]1 | -7 | 7 | -12 | 40 | -6 | 9 | 9 | -8 | -19 | -6 | -5
O=C(Nc1ccc(Cl)cc1C(F)(F)F)C(Sc1cccc[n+]1[O-])c1ccccc1 (stereo unspecified) | -3 | 4 | -10 | 0 | -1 | 23 | 10 | 3 | 1 | -5 | -13
CCOc1ccc(CCNC(=O)COC(=O)c2cccc(N(C)C)c2)cc1OCC | 16 | -109 | -41 | -35 | -85 | -75 | 11 | -24 | -28 | -1 | -125
CCOC(=O)c1cc(CC)sc1NC(=O)c1cccc(N2C(=O)CCC2=O)c1 | 8 | -9 | -13 | -13 | 14 | 18 | 7 | 2 | -20 | -8 | 1
Cn1c(=O)oc2cc(S(=O)(=O)NCCC(=O)NCc3ccccc3Cl)ccc21 | 6 | -42 | -2 | 4 | 3 | -10 | -11 | -3 | 14 | 17 | 5
CCOc1ccccc1N=Nc1c(C)[nH]n(C(N)=S)c1=O | 7 | -24 | 16 | -21 | 2 | -27 | -38 | 15 | 14 | 10 | -4
COc1ccc(C2=NOC(Cn3nc(-c4ccccc4)cc3C(=O)NCc3cccs3)C2)cc1 (stereo unspecified) | 2 | 0 | -18 | 16 | -22 | 3 | -34 | -3 | 3 | -9 | -15
Cc1ccc(NC(=O)COC(=O)c2ccc(-n3nc(C)cc3C)cc2)c(F)c1 | -7 | -5 | -21 | -6 | -3 | 4 | -8 | -8 | -12 | 15 | -11
Nc1ccccc1SC1CC(=O)N(Cc2ccccc2)C1=O (stereo unspecified) | 4 | -10 | -3 | -9 | 3 | 7 | 3 | -3 | -5 | 9 | -5
Cc1ccc(S(=O)(=O)N(C)C[C@@H]2Oc3ccc(NC(=O)Nc4cccc5ccccc45)cc3C(=O)N([C@H](C)CO)C[C@H]2C)cc1 | 11 | -1 | 18 | 26 | 10 | -3 | 8 | 16 | 7 | 4 | 17
COc1ccc(NC(=S)c2ccc3ccccc3n2)cc1 | 10 | -45 | . | -13 | -34 | -29 | -46 | -34 | . | 11 | -16
COc1ccc(NC(=O)Cc2csc(NC(=O)Nc3ccccc3OC)n2)c(OC)c1 | 13 | -11 | 11 | 20 | 5 | -3 | -5 | 10 | -3 | -1 | 16
Cc1c(C(=O)COC(C)(C)C)[nH]c2ccccc12 | 8 | -26 | -19 | -1 | -71 | -3 | 4 | -12 | -6 | 2 | -3
CCN(CC)c1ccc(C(=C2C=CC(=[N+](CC)CC)C=C2)c2ccccc2)cc1 | 89* | 33 | 94* | 107* | 62* | 89* | 85* | 95* | 105* | -86* | 95*
O=C(CCc1ccccc1)Nc1cccc([N+](=O)[O-])c1 | 4 | -9 | -18 | -8 | -9 | 1 | 12 | 4 | -20 | 0 | -25
Cc1ccc(NC(=O)CSC2=NN3CCCC(=O)N=C3S2)c(C)c1 | -10 | 5 | 6 | -12 | -2 | 9 | -30 | 12 | 10 | -1 | -14
CSc1sc(C(=O)NN)c2c1C1(CCC2)SCCS1 | -3 | -4 | 13 | -26 | 9 | -12 | -1 | -11 | -24 | 3 | 0
Cc1cc(C)c(S(=O)(=O)/N=C2\C=C(NS(=O)(=O)c3ccccc3)C(=O)c3ccccc32)c(C)c1 | -2 | -24 | -14 | -1 | 10 | 18 | 51* | 0 | 0 | 21 | 12
O=C(NC(CC(=O)N1CCN(c2ccc([N+](=O)[O-])cc2)CC1)c1ccccc1)c1ccccc1Cl (stereo unspecified) | 1 | -2 | -3 | -16 | -1 | 18 | -1 | 2 | 4 | -7 | 5
CCCN1CNC(=S)N(c2ccccc2C)C1 | 0 | 9 | -4 | 22 | 12 | -2 | 4 | 8 | -9 | 1 | 4
COc1ccc(/C(N)=N/O)c(OC)c1 | 3 | 2 | -18 | 7 | -4 | 2 | 22 | -2 | 8 | 6 | 15
Cc1sc2ncn(CC(=O)NCCCC(=O)N3CCC(C(N)=O)CC3)c(=O)c2c1C | -1 | -4 | -14 | -8 | -2 | 2 | 4 | -4 | -12 | 8 | 4
O=C(Cn1cnc2c(cnn2-c2ccccc2)c1=O)NCc1ccccc1 | -2 | -35 | -38 | 6 | -1 | -46 | 3 | -2 | -5 | -9 | 1
Cc1cc2ccccc2n1CCNC(=O)c1ccc(S(=O)(=O)N2CCCCC2)cc1 | 10 | -1 | -4 | -13 | -6 | 5 | 16 | -1 | -2 | 0 | -8
CC(C)CC1=NN(C(=O)c2ccncc2)C(O)(C(F)(F)F)C1 (stereo unspecified) | -13 | 6 | -12 | 11 | 14 | 19 | 4 | -3 | 0 | 4 | 7
Cc1nn(-c2ccccc2)c(C)c1CNC(=O)c1ccc(S(=O)(=O)NCc2ccco2)cc1 | -17 | 3 | -15 | 6 | -2 | -10 | 7 | 3 | 14 | 1 | -3
O=C(NCc1cccc(C(F)(F)F)c1)c1c[nH]c(=O)s1 | -21 | -25 | 6 | -22 | 11 | 7 | -34 | . | 0 | 8 | -11
Cc1ccc(C)c2[nH]c(=O)c(C(c3nnnn3C(C)(C)C)N3CC=C(c4ccc(F)cc4)CC3)cc12 (stereo unspecified) | -2 | -14 | -9 | 34 | 6 | 16 | 22 | 14 | 3 | -2 | -13
CCO[C@H]1OC(C(=O)NCc2ccccc2)=C[C@@H](c2ccc(C(F)(F)F)cc2)[C@@H]1CCCO | -1 | 1 | 12 | -15 | 5 | -11 | -8 | -1 | -6 | 7 | -2
Cc1ccc(-n2c(=S)[nH]c3sc4c(c3c2=O)CCC4)cc1 | 7 | 3 | -9 | 6 | 7 | 8 | -2 | -6 | -36 | -4 | 4
C/C(=N/NC(=O)Cc1cccs1)c1ccco1 | -9 | -20 | -20 | -4 | -8 | -17 | 1 | 4 | -10 | -14 | -31
COc1ccc2nc(NC(=O)CSc3cn[nH]n3)sc2c1 | 5 | -46 | -57 | 1 | -59 | -43 | 19 | -25 | -21 | 10 | -85
Cn1c(=O)c2c(ncn2CC(=O)Nc2ccccc2)n(C)c1=O | 1 | -30 | -15 | -37 | 17 | 2 | -18 | 6 | -6 | 2 | -2
O=C(Nc1ccc(F)cc1)c1cncs1 | -6 | -3 | -15 | 9 | -4 | 7 | 9 | 0 | -2 | -2 | 8
CCOc1ccccc1NC(=O)/C=C/c1ccc(S(=O)(=O)N2CCOCC2)cc1 | -5 | 1 | -10 | 0 | 4 | 7 | 11 | -10 | 10 | -14 | -5
CSc1ncccc1C(=O)Nc1cccc(S(=O)(=O)N2CCCC2)c1 | 1 | -1 | 1 | 10 | -37 | -7 | -7 | 2 | -3 | -16 | 1
COc1cc(C(=O)NCCCNc2nc3c(C)cc(C)cc3cc2C#N)cc(OC)c1OC | 0 | 5 | 4 | 2 | 3 | 0 | -13 | -5 | 9 | 1 | -1
Cc1ccc(-c2nnc(SCC(=O)N/N=C/c3ccc(C(=O)O)cc3)n2C2CCCCC2)cc1 | 2 | -7 | 4 | 1 | 15 | -18 | -13 | -1 | -6 | 8 | -6
COc1ccc(C(C)=O)cc1CSc1nnc(C)n1-c1ccccc1 | -21 | 6 | -3 | 0 | 21 | -7 | -8 | -2 | 18 | -6 | 17

Next section.
SMILES | C8 TRAIL sens | NCOA1 inh | NCOA2 inhibitor | TWEAK-Fn14 inh | SRC3 inh | TROY NFkB inh | CF NFkB block | LMP1 NFkB inh | COUP-TFII inh | KKLEB tox | NR5A2 inv ag
COc1ccc(C(=O)NC(=S)Nc2ccc(N3CCOCC3)c(Cl)c2)cc1[N+](=O)[O-] | 10 | -8 | 4 | 21 | 15 | 32 | -2 | 5 | 13 | 0 | 12
CC(C)c1ccc(NC2CCCN(C(=O)c3n[nH]c4c3CCC4)C2)cc1 (stereo unspecified) | 19 | 1 | 14 | 16 | -11 | 8 | -2 | 22 | 38* | 8 | 28
CCCn1c(=N)n(CC(=O)c2ccc([N+](=O)[O-])cc2)c2ccccc21 | 1 | -43 | -4 | -22 | 1 | 10 | -21 | 4 | 10 | -3 | -7
COC(=O)Cc1ccc(NC(=S)N2CCN(c3ccc(F)cc3)CC2)cc1 | -5 | -16 | -2 | -2 | 11 | 10 | -5 | 16 | 5 | 9 | -9
COc1ccc(N2CCN(CCNC(=O)Nc3cc(Cl)ccc3OC)CC2)cc1 | -8 | 14 | 6 | -2 | -10 | 5 | -10 | -1 | 8 | -8 | 9
Cc1cc(SCC(=O)c2ccc(O)c(O)c2)n2nc(C)c(-c3ccccc3)c2n1 | 15 | 6 | -2 | -2 | -3 | 31 | -2 | -6 | -10 | 12 | 1
O=C(CSc1nc2ncccc2[nH]1)c1ccc(F)cc1 | -9 | -4 | -9 | -3 | 3 | -11 | 5 | -2 | 3 | -7 | -36
